Screening results (PubChem BioAssay)
Efflux pump mplx: blocks antifungal efflux pumps in multiplex yeast assay | inhibition, % at 10 µM | S. cerevisiae Candida pump triplex, Nile Red efflux | 0.44% of 330,000 active;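 active = plate passing quality check with inhibition over a set limit, or well fluorescence over plate mean plus 4 SD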;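 also: Nile Red retained in pooled yeast measured as flow cytometry median fluorescence; 0% = buffer negative control and 100% = Enniatin B positive control; higher means more Nile Red kept so more efflux inhibition; some compounds called inactive have numbers as strong as hits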
GASC-1 inh: human JMJD2C demethylase inhibition; Q9H3R0; GST-JMJD2C(1-420) H3K9me3 demethylation, DELFIA europium; inhibition, % at 2.35 µM; 0.069% of 330,000 active; AID 2099;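 active = more than half of a compound's replicate wells show inhibition beyond 50%, single wells judged on their own value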;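 also: signal counts dimethyl H3K9 product captured on neutravidin plate; 0% = median of DMSO wells and 100% = 0.3 times that DMSO median; strong numbers were not always called active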
Target sequence (Q9H3R0 1-420 limits assumed): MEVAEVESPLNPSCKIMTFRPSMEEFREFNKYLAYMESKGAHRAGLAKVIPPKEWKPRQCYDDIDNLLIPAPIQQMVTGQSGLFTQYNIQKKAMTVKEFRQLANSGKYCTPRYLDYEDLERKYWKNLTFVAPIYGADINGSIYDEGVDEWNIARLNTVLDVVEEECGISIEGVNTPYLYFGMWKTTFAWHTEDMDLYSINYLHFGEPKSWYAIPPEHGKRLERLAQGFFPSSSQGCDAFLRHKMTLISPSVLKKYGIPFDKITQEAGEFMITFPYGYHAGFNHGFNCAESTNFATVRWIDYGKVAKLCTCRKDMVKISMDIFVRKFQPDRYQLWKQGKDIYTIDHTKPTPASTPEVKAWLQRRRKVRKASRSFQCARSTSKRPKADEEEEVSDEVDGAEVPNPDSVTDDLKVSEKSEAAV
LYPLA2 inh: counter-screen for PME1 inhibitors: inhibitors of human LYPLA2; 0.38% of 320,000 active; inhibition, % at 5.9 µM; recombinant LYPLA2, FP-Rh probe fluorescence polarization; O95372;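 active = inhibition above the screen-wide mean plus 3 SD, limit set per campaign, cut at about 26% in these data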;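 also: 0% = LYPLA2 with DMSO and 100% = wells lacking LYPLA2 enzyme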
Target sequence (O95372 whole entry, looked up): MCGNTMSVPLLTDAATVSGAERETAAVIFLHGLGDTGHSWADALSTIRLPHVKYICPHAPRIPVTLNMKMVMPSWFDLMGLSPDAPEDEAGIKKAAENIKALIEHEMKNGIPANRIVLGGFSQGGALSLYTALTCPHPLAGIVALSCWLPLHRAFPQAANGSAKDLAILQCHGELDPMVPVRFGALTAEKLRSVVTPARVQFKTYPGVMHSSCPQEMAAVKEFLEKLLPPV
CTSL1 counter: cathepsin L1 inhibition, PFM18AAP counter-screen | 0.49% of 300,000 active | inhibition, % at 5.96 µM | recombinant F. hepatica cathepsin L1, Z-Leu-Arg-MCA fluorescence;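 active = inhibition above the mean of all tested compounds plus 3 SD, set per screening campaign, cut at about 17% in these data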;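 also: 0% = plate median of test compound wells and 100% = 1 µM Z-Phe-Ala-diazomethylketone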
PP1 counter: blocks human PP1-alpha phosphatase, a PP5 counter-screen; 0.9% of 320,000 active; purified PP1alpha, OMFP fluorescence; P62136; inhibition, % at 6.7 µM;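 active = inhibition above the mean inhibition of all tested compounds plus 3 SD, computed separately for each screening campaign, cut at about 15% in these data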
Target sequence (P62136 whole entry, looked up): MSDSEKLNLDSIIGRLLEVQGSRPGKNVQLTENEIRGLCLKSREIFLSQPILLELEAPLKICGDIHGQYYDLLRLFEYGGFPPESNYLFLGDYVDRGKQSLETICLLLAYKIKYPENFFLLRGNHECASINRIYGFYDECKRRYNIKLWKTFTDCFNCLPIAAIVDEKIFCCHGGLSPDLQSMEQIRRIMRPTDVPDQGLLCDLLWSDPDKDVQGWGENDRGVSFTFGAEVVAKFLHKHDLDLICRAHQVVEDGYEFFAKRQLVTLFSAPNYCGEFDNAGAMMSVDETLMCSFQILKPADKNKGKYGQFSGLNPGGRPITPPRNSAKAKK
PP5 primary: blocks human protein phosphatase 5 activity; P53041; purified PP5c, OMFP substrate fluorescence; inhibition, % at 6.7 µM; 0.18% of 320,000 active; AID 1987;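 active = inhibition above the campaign's mean inhibition across all tested compounds plus 3 SD, cut at about 9.5% in these data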;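 also: 0% = DMSO only and 100% = 100 µM cantharidin control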
TPT1 inhibitor: inhibitors of Candida albicans tRNA 2'-phosphotransferase TPT1. recombinant caTPT1, FP RNA substrate dephosphorylation. inhibition, % at 5 µM. 0.81% of 300,000 active. AID 1962;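 active = inhibition above the mean of all tested compounds plus 3 SD, set per screening campaign, cut at about 24% in these data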;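 also: plate controls were DMSO alone for no effect and ferristatin control at 100 nM for full effect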
PREPL inh: inhibits the human prolyl oligopeptidase-like enzyme | recombinant PREPL, fluorescence polarization activity-based probe | AID 2751 | 0.68% of 320,000 active | Q4J6C6 | inhibition, % at 5.96 µM; in the data active = inhibition above about 43%;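 also: 0% = enzyme with DMSO and 100% = wells lacking enzyme; many of its hits are not listed in these tables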
HCV core dimer: HCV core protein dimerization inhibition; inhibition, % at 5 µM; TR-FRET GST/Flag-core106 dimerization, 1536-well; 0.33% of 300,000 active; AID 1899;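 active = inhibition above the mean of all tested compounds plus 3 SD, set per screening campaign, cut at about 45% in these data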
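Assay system – GST-tagged and Flag-tagged HCV core protein residues 1-106 · Quantity – core106 proteins, GST 13.5 nM and Flag 17 nM · Benchmarks – unlabelled core106 and no-GST-core106 wells · Read-out basis – percent inhibition of core106 dimerization signal · Detection – time-resolved FRET, ex 340 nm, em 617 and 671 nm · Schedule – 4 h at 22.5 °C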
* = called active by the depositor; . = no result given. Not all compounds are listed (hit frequency here may not be typical).

SMILES	Efflux pump mplx	GASC-1 inh	LYPLA2 inh	CTSL1 counter	PP1 counter	PP5 primary	TPT1 inhibitor	PREPL inh	HCV core dimer
CC(=O)c1cccc(N(C(=O)CNC(=O)c2ccco2)C(C(=O)NC2CCCC2)c2ccco2)c1 (stereo not given)	0.1	-4.0	-1.5	-0.6	-0.1	0.6	4.0	7.8	-7.3
NC(=O)CC(NSc1ccccc1[N+](=O)[O-])C(=O)O (stereo not given)	-0.1	14.4	8.3	-1.8	-3.5	-0.1	-2.0	-3.5	-2.1
O=S(=O)(Nc1n[nH]c(C(F)(F)F)n1)c1ccccc1	-0.1	2.6	-3.5	10.1	-1.9	-1.0	0.5	15.5	-1.2
Cc1cc(C)nc(NC(=O)c2ccc(C)o2)n1	1.6	1.5	1.2	-1.3	0.8	0.8	-1.5	6.6	-0.3
COc1cc2c(cc1NC(C)=O)CCCC2	0.0	8.4	10.3	0.6	-1.8	2.1	1.8	11.0	3.7
COc1cc(OC)cc(C(=O)N[C@H](C(=O)Nc2nc(-c3ccc(OC)c(OC)c3)cs2)C(C)C)c1	0.0	-2.7	-4.0	0.0	-2.1	-0.1	1.0	14.8	-5.1
O=C(O)c1ccccc1C(=O)Nc1ccc(-n2nc(C(F)(F)F)cc2C(F)(F)F)cc1	0.3	-5.0	1.6	1.0	-3.0	3.8	4.9	10.6	-1.2
Fc1ccccc1CSc1nnnn1-c1ccc2c(c1)OCO2	0.3	1.6	-8.6	-0.2	4.7	1.4	4.6	-13.7	7.8
COC(=O)c1ccccc1NC(=O)Cn1cnc([N+](=O)[O-])c1	-0.1	21.0	-3.0	2.4	-4.2	-2.9	-1.1	-4.8	9.5
NC(=O)COc1ncnc2scc(-c3ccc(F)cc3)c12	0.0	3.3	-2.4	2.1	-0.8	1.2	1.9	-42.6	-7.6
COc1ccc(NS(=O)(=O)c2c(C)[nH]c(=O)[nH]c2=O)cc1OC	0.0	2.5	-4.0	-2.7	0.0	-1.0	-2.1	-5.4	-3.5
CCOC(=O)C1=NN(c2ccccc2C)C2=NC(C)=C(C(=O)OC)C(c3cccc(OC)c3)N12 (stereo not given)	-0.3	-1.2	1.2	6.5	-1.0	2.3	0.9	5.5	13.1
COc1ccc(NC(=O)NCCN2CCN(c3ccc(C)cc3)CC2)c(Cl)c1	-0.2	-11.1	-3.8	2.7	-0.2	1.6	-4.9	7.0	-4.2
COC(=O)c1c(Sc2ccccc2)c2ccccc2n1C	0.2	-10.2	-5.2	-7.2	-2.6	-0.9	-1.9	15.4	-7.2
NS(=O)(=O)c1ccc(NC(=O)COc2ccc(C(=O)c3ccc(F)cc3)cc2)cc1	-0.2	38.7	-41.9	2.8	0.5	3.5	-0.7	-13.3	6.1
O=C(COc1cc2oc(=O)c3c(c2cc1Cl)CCC3)Nc1cccnc1	0.0	29.1	4.0	5.8	-1.5	-1.2	-1.8	22.0	-14.3
Cc1ccccc1-c1nc2sc3c(c2c(=O)n1N)CCCC3	0.3	4.6	-8.1	-0.6	-5.0	-3.8	0.7	11.1	1.3
CCOC(=O)c1c(C)[nH]c(C)c1S(=O)(=O)NCCc1ccc(SC)cc1	-0.2	3.1	-7.9	-2.9	-5.9	-1.0	4.0	8.7	0.0
Cc1ccc(-n2c3c(c(=O)[nH]c2=O)C(C(F)(F)F)(C(F)(F)F)NC(=O)N3)cc1	-0.2	9.0	0.2	1.3	-4.5	-4.1	-4.1	7.3	-5.5
COc1ccc(C)cc1NC(=O)C(CCS(C)(=O)=O)NC(C)=O (stereo not given)	0.2	-3.1	0.9	3.5	-0.6	-3.2	2.5	11.1	-11.2
CC(=O)c1cccc(N(C(=O)c2ccco2)C(C(=O)NC2CCCCC2)c2ccc(C)o2)c1 (stereo not given)	-0.4	10.7	6.0	4.8	-0.2	-0.6	-2.8	8.7	-3.3
CN1C(=O)c2ccccc2C(C(=O)O)C1c1cccc(F)c1 (stereo not given)	0.0	-5.5	-3.3	0.7	0.0	-0.6	-2.0	-2.7	-3.3
C/C=C(\C)c1nnc(NC(=O)C(C)C)s1	0.0	38.0	7.0	3.4	2.1	-2.5	-2.5	7.7	3.0
O=C1CC(c2cc([N+](=O)[O-])ccc2Cl)c2c(ccc3ccccc23)N1 (stereo not given)	-0.8	-3.1	-0.3	5.1	7.5	2.4	0.7	4.7	5.3
O=C1CCN(c2ncccc2[N+](=O)[O-])CC1	0.0	80.4	-0.9	-1.8	-0.5	3.0	-4.9	0.0	6.3
O=C(CON=C1c2ccccc2-c2ccccc21)NC12CC3CC(CC(C3)C1)C2	-1.7	3.6	-13.5	1.4	-2.2	0.1	-0.6	-2.9	12.0
NC(=O)C1CCN(c2ccc(S(=O)(=O)N3CCCCC3)cn2)CC1	0.1	10.8	-0.6	-2.3	2.0	2.5	-2.4	-5.1	1.7
Cc1ccc(N(CC(O)CN2CCCCC2)S(=O)(=O)c2ccc(C)cc2)cc1 (stereo not given)	0.1	10.2	-0.2	4.3	3.0	2.0	2.2	-79.0	2.5
CN1CCN(c2ccc(S(=O)(=O)N3CCCCC3)cc2NC(=O)c2ccc(C#N)cc2)CC1	-1.2	0.1	1.9	-16.9	0.1	-0.3	-6.0	1.7	-5.6
COc1ccc(/C(=N/O)C(C)(C)NO)cc1	0.3	-2.6	7.3	3.5	5.2	1.6	1.5	9.2	-1.1
COc1cccc(N2CCN(c3nc(C)cc(C)c3C#N)CC2)c1	-0.1	2.7	3.7	1.3	1.6	0.3	0.2	6.0	7.1
Brc1ccc(CSc2ccc(-c3ccco3)nn2)cc1	0.7	10.9	2.0	-1.4	-0.3	-1.8	2.5	9.0	15.4
CCN(CC)C(=O)Oc1ccc2c(c1)O/C(=C\c1ccco1)C2=O	-0.1	-16.6	-7.3	-6.2	1.2	0.9	8.1	-15.8	39.6
COC(=O)c1sccc1NC(=O)c1cc2c(s1)CCCC2	-0.1	4.1	-6.8	-1.8	1.5	1.6	1.6	3.0	11.4
CN(C)CC1CCCCC1OC(=O)/C=C/c1ccc(Cl)cc1Cl (stereo not given)	0.2	1.4	-2.0	-6.7	1.6	-0.3	1.7	20.1	-1.2
CC1CCCCC1NC(=O)Cn1c(CN2CCCCC2)nc2ccccc2c1=O (stereo not given)	0.0	0.3	7.2	0.2	-1.5	3.8	2.9	15.3	6.7
CC(=O)N1CCN(Cc2nc3cc(NC(=O)NC4CCCCC4)ccc3n2C)CC1	-0.1	2.3	6.3	2.3	-2.8	-4.4	-0.1	-7.6	2.6
COc1ccc(/C=C(\C#N)C(=O)Nc2cccc(C)n2)cc1	0.2	-4.2	8.3	1.9	3.3	2.1	-0.2	18.6	-5.4
CC1(C)C(=O)Nc2ccccc2N1C(=O)Cn1ncc(Cl)c(Cl)c1=O	0.0	4.6	4.4	0.8	6.8	-1.3	1.5	-12.3	24.2
Cc1cccc(C)c1NC(=O)/C(C#N)=C/c1ccsc1	0.0	5.0	-5.0	0.8	0.4	-1.8	3.2	9.5	5.2

Copied from the list.
In Efflux pump mplx, CC(=O)c1cccc(N(C(=O)c2ccco2)C(C(=O)NC2CCCCC2)c2ccc(C)o2)c1 (stereo not given) has the entry -0.4
In CTSL1 counter, COc1cccc(N2CCN(c3nc(C)cc(C)c3C#N)CC2)c1 has the entry 1.3

Continuation.
SMILES	Efflux pump mplx	GASC-1 inh	LYPLA2 inh	CTSL1 counter	PP1 counter	PP5 primary	TPT1 inhibitor	PREPL inh	HCV core dimer
O=C(C1CC(=O)N(c2ccc(F)cc2)C1)N1CCC(c2nc3ccccc3[nH]2)CC1 (stereo not given)	0.1	-2.9	4.4	-0.2	-2.5	0.6	2.6	11.3	-0.5
O=C(CSc1nc2ncc(Br)cc2[nH]1)c1ccc([N+](=O)[O-])cc1	-0.2	1.1	8.2	-0.2	-1.1	2.2	-2.8	15.1	-0.9
Cn1cnc([N+](=O)[O-])c1Oc1cccc(O)c1	0.0	-2.9	-0.8	0.1	-1.1	-0.5	-1.6	0.9	-1.7
COc1ccc(Cl)cc1NC(=O)CN(C)C(=O)c1cc(=O)c2ccccc2o1	-0.2	-1.7	5.0	.	-3.0	0.7	.	-6.1	.
CCC1=C(c2cc(OC)c(OC)c(OC)c2)C2(CCCC2)C(=O)O1	0.8*	-14.5	-1.3	1.3	-2.8	-3.0	5.3	14.8	-14.1
Cc1ccc2cc3cc(C(=O)NC4CCCCC4)oc3nc2c1	0.1	-3.6	3.9	2.0	-1.3	3.1	1.8	-2.8	6.0
CC(C)CC(=O)Nc1cccc(-c2nc3ncccc3o2)c1	-0.2	-10.5	7.6	-1.5	-1.7	-3.8	-1.6	-1.3	-3.0
COc1cc(F)ccc1S(=O)(=O)N1CCN(C23CC4CC(CC(C4)C2)C3)CC1	-0.3	1.1	3.0	0.2	-4.4	0.1	-5.1	4.4	2.1
COc1ccc(N(C(C)C(=O)N/N=C/c2cccnc2)S(C)(=O)=O)cc1 (stereo not given)	0.0	-9.7	4.3	2.1	-3.0	-0.4	-1.3	7.7	-7.1
O=C(Cn1cc(C(F)(F)F)cc(Cl)c1=O)Nc1cc(S(=O)(=O)N2CCOCC2)ccc1Cl	-0.4	-1.9	3.9	-1.8	1.0	1.9	-1.1	-4.6	2.8
ONC(=Nc1ccccc1)c1ccccc1Cl	0.0	6.0	2.5	1.1	-1.4	0.9	-13.5	-4.9	-3.0
CC1CCCCC12NC(=O)N(CC(=O)NCCc1ccc(S(N)(=O)=O)cc1)C2=O (stereo not given)	0.0	3.1	2.6	.	8.0	-0.8	.	-8.8	.
COc1ccccc1C1SCCN1S(C)(=O)=O (stereo not given)	0.0	2.8	0.2	-2.9	3.2	2.9	-2.7	11.4	3.4
CCOc1ccc(S(=O)(=O)N2CCC(C(=O)NCC(=O)Nc3cccc(Cl)c3C)CC2)cc1	0.4	.	3.5	.	-3.8	-0.9	.	4.3	.
CCOC(=O)C1C(=O)CC(C)(O)C(C(=O)OCC)C1c1ccccc1 (stereo not given)	0.0	-10.7	-2.9	-0.4	-0.1	-0.5	-3.4	3.4	-1.4
CC(C)(C)c1cc(NC(=O)COc2ccc(Br)cc2)n(-c2ccccc2)n1	-0.1	0.7	0.8	2.5	-2.0	4.7	1.1	36.3	1.6
O=C(NC(=S)Nc1ccc2[nH]ncc2c1)c1ccccc1	0.1	2.1	1.5	-2.0	2.2	2.2	-4.1	15.7	1.6
CCOC(=O)CSc1ncnc2c1cnn2-c1ccc(C)cc1	0.0	-4.8	1.3	-3.1	-5.3	0.8	-3.2	6.6	3.8
O=c1cc(CSc2nc3ccccc3[nH]2)c2ccccc2[nH]1	-0.5	-2.7	0.9	-1.1	-3.2	-1.4	-1.9	-4.2	-1.1
Cc1ccc(-n2ncc3c(=O)n(CC(=O)NC4CCCCC4)cnc32)cc1C	0.1	-8.9	4.2	-2.0	3.8	2.2	4.5	1.1	1.7
Cc1ccc(Cn2cccc(NC(=O)NCc3ccccc3)c2=O)cc1	-0.1	-0.7	-0.6	1.6	-3.7	-0.6	0.6	-5.9	8.4
Cc1ccc2c(c1)C1CN(C)CCC1N2S(=O)(=O)c1ccc(C#N)cc1 (stereo not given)	-0.2	.	-8.1	.	-4.5	2.8	.	-9.5	.
